Rab2 wt GTP: changes GTP binding to wildtype dog Rab2A, up or down. P61105. GST-Rab2 wt beads, Bodipy-GTP binding, flow cytometry. GTP binding activity, % at 10 µM. 190,000 compounds, 0.19% hits;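 active means GTP binding activity at least 20 points away from 100%, either lowered or raised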;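 further: 0% = beads with excess unlabeled GTP and 100% = no-compound control corrected for plate trend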
Bcl-W Bim block: human Bim-Bcl-W interaction inhibition | Q92843 | bead-based flow cytometry, Bim peptide-Bcl-W binding | inhibition, % at 10 µM | 190,000 compounds, 0.02% hits;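 further: 0% = bound tracer without compound and 100% = peptide blocker; higher means less fluorescent Bim peptide bound to Bcl-W beads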
Rac1 act GTP bind: modulators of GTP binding to human Rac1 activated mutant | 190,000 compounds, 0.11% hits | percent activity (GTP binding), % at 10 µM | P63000 | GST-Rac1 activated beads, fluorescent GTP binding, flow cytometry; actives lie on both sides; 100% means binding = to untreated wells;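 active means GTP binding at least 20 percentage points away from the 100% baseline, in either direction, so actives lie on both sides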
Rac1 wt GTP bind: alters GTP binding to wildtype human Rac1. P63000. GST-Rac1 beads, fluorescent GTP binding, flow cytometry; actives lie on both sides; 0 = cold GTP competed, 100 = untreated. GTP binding activity (% of control), % at 10 µM. 190,000 compounds, 0.27% hits;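 active means GTP binding activity at least 20 points away from the 100% control level, either lower or higher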
Rab7 wt modul: modulators of GTP binding to dog Rab7 wildtype GTPase; GST-Rab7 beads, fluorescent GTP binding, flow cytometry; actives lie on both sides; untreated = 100%, excess cold GTP = 0%; GTP binding activity (percent of control), % at 10 µM; 190,000 compounds, 0.055% hits; AID 758;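 active means fluorescent GTP binding to Rab7 beads changed by at least 20 points from the 100% baseline, either direction, mostly lower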;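 further: median green fluorescence of bound Bodipy-FL-GTP per Rab7 bead population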
Bim-Bcl-B: disrupts Bim peptide binding to human Bcl-B. Q9HD36. bead-based flow cytometry. inhibition, % at 10 µM. 190,000 compounds, 0.073% hits;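 further: 0% = tracer peptide without compound and 100% = reference inhibitor peptide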
Target sequence (Q9HD36 whole entry, looked up): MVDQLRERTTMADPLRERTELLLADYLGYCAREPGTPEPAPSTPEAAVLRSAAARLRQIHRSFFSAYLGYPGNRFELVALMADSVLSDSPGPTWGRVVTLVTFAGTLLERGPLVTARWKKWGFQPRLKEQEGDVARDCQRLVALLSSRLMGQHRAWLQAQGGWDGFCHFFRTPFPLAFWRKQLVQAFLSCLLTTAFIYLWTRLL
HRas wt GTP: changes GTP binding to wildtype human HRas. GST-Ras wt beads, Bodipy-FL-GTP binding, flow cytometry; actives lie on both sides. GTP binding activity, % at 10 µM. 190,000 compounds, 0.14% hits;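 active means GTP binding activity at least 20% away from the 100% baseline, either lowered as inhibitor or raised as activator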;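 further: 0% = unlabeled GTP competition control and 100% = no-compound control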
Target sequence (P01112 whole entry, looked up): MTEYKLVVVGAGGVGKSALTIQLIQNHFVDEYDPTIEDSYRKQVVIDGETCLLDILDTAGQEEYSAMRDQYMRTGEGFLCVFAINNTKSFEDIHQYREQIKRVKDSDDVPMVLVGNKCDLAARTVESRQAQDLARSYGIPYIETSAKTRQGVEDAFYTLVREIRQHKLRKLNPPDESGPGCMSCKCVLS
Bim-Bfl-1: human Bim-Bfl-1 interaction inhibition | AID 1008 | 190,000 compounds, 0.12% hits | Q16548 | inhibition, % at 10 µM | Bead-based flow cytometry, Bim-Bfl-1 binding inhibition;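 further: 0% = wells without compound plus tracer and 100% = blocker peptide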
Bim-Bcl-2: disrupts Bim peptide binding to human Bcl-2; 190,000 compounds, 0.06% hits; P10415; AID 950; Bead-based flow cytometry, Bim peptide-Bcl-2 binding; inhibition, % at 10 µM; in the data active means inhibition above about 40%;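 further: 0% = no compound wells with probe peptide and 100% = reference peptide inhibitor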
Target sequence (P10415 whole entry, looked up): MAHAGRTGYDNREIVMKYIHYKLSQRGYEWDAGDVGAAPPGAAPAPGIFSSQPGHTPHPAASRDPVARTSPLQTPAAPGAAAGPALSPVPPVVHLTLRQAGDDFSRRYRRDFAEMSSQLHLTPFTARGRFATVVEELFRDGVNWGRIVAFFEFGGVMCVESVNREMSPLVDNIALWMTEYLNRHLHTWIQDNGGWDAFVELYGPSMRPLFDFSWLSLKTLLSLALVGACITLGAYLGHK
Bim-Bcl-XL: disrupts Bim peptide binding to human Bcl-XL; Q07817; bead flow cytometry, fluorescence; inhibition, % at 10 µM; 190,000 compounds, 0.04% hits
Target sequence (Q07817 whole entry, looked up): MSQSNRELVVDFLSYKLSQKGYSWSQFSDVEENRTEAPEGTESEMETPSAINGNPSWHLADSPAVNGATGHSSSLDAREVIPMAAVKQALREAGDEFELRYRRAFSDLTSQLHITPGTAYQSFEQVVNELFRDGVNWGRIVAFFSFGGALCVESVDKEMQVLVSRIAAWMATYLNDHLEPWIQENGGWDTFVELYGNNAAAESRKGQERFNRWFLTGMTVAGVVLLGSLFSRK
Cdc42 wt: changes GTP binding to wildtype human Cdc42. percent activity (GTP binding), % at 10 µM. GST-Cdc42 beads, Bodipy-GTP binding, flow cytometry; actives lie on both sides. AID 761. 190,000 compounds, 0.2% hits. P60953;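 active means percent activity GTP binding at least 20 points away from the 100% baseline, either down as inhibitor or up as activator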;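 further: median bead fluorescence of bound Bodipy-FL-GTP at 100 nM; 0% = excess unlabeled GTP control and 100% = no compound control; below 100% means less GTP binding so inhibitor and above means activator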
Target sequence (P60953 whole entry, looked up): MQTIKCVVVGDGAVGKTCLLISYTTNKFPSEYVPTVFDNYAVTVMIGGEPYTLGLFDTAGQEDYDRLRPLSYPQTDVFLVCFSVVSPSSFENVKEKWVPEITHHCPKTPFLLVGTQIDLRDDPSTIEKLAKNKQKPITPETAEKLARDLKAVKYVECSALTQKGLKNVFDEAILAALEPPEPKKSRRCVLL
* marks the source's active call; other numbers are inactive results. Unless noted, no stated cut-off is given here; in the data, active means inhibition above about 40%. Outcome played no part in choosing rows; 0.62% or so of the library scored in one or more.

How did CC1(C(=O)NNC(=S)NCc2ccco2)CC1(Cl)Cl (stereo not given) do in these assays?
Rab2 wt GTP: 94; Bcl-W Bim block: 0; Rac1 act GTP bind: 98; Rac1 wt GTP bind: 100; Rab7 wt modul: 96; Bim-Bcl-B: -42; HRas wt GTP: 95; Bim-Bfl-1: -3; Bim-Bcl-2: -6; Bim-Bcl-XL: -1; Cdc42 wt: 97

What do the screens show for `O=C(Nc1ccc(F)cc1)c1ccccc1NS(=O)(=O)N1CCCC1`?
Rab2 wt GTP: 99; Bcl-W Bim block: -5; Rac1 act GTP bind: 93; Rac1 wt GTP bind: 97; Rab7 wt modul: 108; Bim-Bcl-B: -4; HRas wt GTP: 98; Bim-Bfl-1: -6; Bim-Bcl-2: -4; Bim-Bcl-XL: -2; Cdc42 wt: 98

What do the screens show for `COc1ccccc1N(CC(=O)NC1CCCCC1)S(C)(=O)=O`?
Rab2 wt GTP: 103; Bcl-W Bim block: -2; Rac1 act GTP bind: 99; Rac1 wt GTP bind: 104; Rab7 wt modul: 100; Bim-Bcl-B: -10; HRas wt GTP: 102; Bim-Bfl-1: -10; Bim-Bcl-2: -7; Bim-Bcl-XL: -17; Cdc42 wt: 102

What do the screens show for `Cc1ccc(C=Nc2cc([N+](=O)[O-])ccc2C)s1`?
Rab2 wt GTP: 98; Bcl-W Bim block: -4; Rac1 act GTP bind: 100; Rac1 wt GTP bind: 105; Rab7 wt modul: 101; Bim-Bcl-B: -7; HRas wt GTP: 104; Bim-Bfl-1: -14; Bim-Bcl-2: -8; Bim-Bcl-XL: -4; Cdc42 wt: 101

What do the screens show for `CCOCCCNC(=O)C(NC(=O)c1ccccn1)c1ccc(C)cc1` (stereo not given)?
Rab2 wt GTP: 98; Bcl-W Bim block: 0; Rac1 act GTP bind: 98; Rac1 wt GTP bind: 107; Rab7 wt modul: 98; Bim-Bcl-B: -3; HRas wt GTP: 100; Bim-Bfl-1: 3; Bim-Bcl-2: 0; Bim-Bcl-XL: -5; Cdc42 wt: 100

Results for COc1ccc(-n2nc([N+](=O)[O-])c(=NCCc3ccccc3)n2O)cc1 ?
Rab2 wt GTP: 98; Bcl-W Bim block: -1; Rac1 act GTP bind: 99; Rac1 wt GTP bind: 102; Rab7 wt modul: 102; Bim-Bcl-B: -5; HRas wt GTP: 100; Bim-Bfl-1: 1; Bim-Bcl-2: -1; Bim-Bcl-XL: -5; Cdc42 wt: 103

How did COC(=O)[C@@]1(Cc2ccc(OC)cc2)[C@@H]2[C@@H](CC(=O)[C@H]2CC(=O)C(=O)N(C)C)CN1C(=O)c1ccccc1 do in these assays?
Rab2 wt GTP: 104; Bcl-W Bim block: 0; Rac1 act GTP bind: 100; Rac1 wt GTP bind: 107; Rab7 wt modul: 103; Bim-Bcl-B: -2; HRas wt GTP: 104; Bim-Bfl-1: -1; Bim-Bcl-2: 1; Bim-Bcl-XL: 0; Cdc42 wt: 107

What do the screens show for `O=C(NCC1CCCO1)c1c(O)c2cccc3c2n(c1=O)CC3` (stereo not given)?
Rab2 wt GTP: 100; Bcl-W Bim block: 0; Rac1 act GTP bind: 95; Rac1 wt GTP bind: 93; Rab7 wt modul: 101; Bim-Bcl-B: 0; HRas wt GTP: 95; Bim-Bfl-1: -3; Bim-Bcl-2: -4; Bim-Bcl-XL: -1; Cdc42 wt: 93

Results for CCn1c(Sc2nc(C)nc3scc(-c4cccs4)c23)n[nH]c1=O ?
Rab2 wt GTP: 99; Bcl-W Bim block: 3; Rac1 act GTP bind: 98; Rac1 wt GTP bind: 107; Rab7 wt modul: 100; Bim-Bcl-B: -7; HRas wt GTP: 101; Bim-Bfl-1: -9; Bim-Bcl-2: -8; Bim-Bcl-XL: -4; Cdc42 wt: 104

What do the screens show for `NC(=O)c1c(NC(=O)CSc2nc3c(c(C(F)(F)F)n2)CCc2ccccc2-3)sc2c1CCCC2`?
Rab2 wt GTP: 95; Bcl-W Bim block: -8; Rac1 act GTP bind: 92; Rac1 wt GTP bind: 96; Rab7 wt modul: 94; Bim-Bcl-B: 2; HRas wt GTP: 95; Bim-Bfl-1: 3; Bim-Bcl-2: 3; Bim-Bcl-XL: -1; Cdc42 wt: 92

How did CSc1cccc(NC(=O)C2(S(=O)(=O)c3ccc(C)cc3)CC2)c1 do in these assays?
Rab2 wt GTP: 102; Bcl-W Bim block: 0; Rac1 act GTP bind: 97; Rac1 wt GTP bind: 105; Rab7 wt modul: 105; Bim-Bcl-B: -3; HRas wt GTP: 101; Bim-Bfl-1: -2; Bim-Bcl-2: 1; Bim-Bcl-XL: -2; Cdc42 wt: 102

What do the screens show for `O=C(Cn1cncn1)N/N=C/c1cccc2ccccc12`?
Rab2 wt GTP: 99; Bcl-W Bim block: -6; Rac1 act GTP bind: 96; Rac1 wt GTP bind: 104; Rab7 wt modul: 101; Bim-Bcl-B: -8; HRas wt GTP: 102; Bim-Bfl-1: -3; Bim-Bcl-2: -3; Bim-Bcl-XL: -3; Cdc42 wt: 101

Nothing new here: two of the compounds above.
How did CC1(C(=O)NNC(=S)NCc2ccco2)CC1(Cl)Cl (stereo not given) do in these assays?
Rab2 wt GTP: 94; Bcl-W Bim block: 0; Rac1 act GTP bind: 98; Rac1 wt GTP bind: 100; Rab7 wt modul: 96; Bim-Bcl-B: -42; HRas wt GTP: 95; Bim-Bfl-1: -3; Bim-Bcl-2: -6; Bim-Bcl-XL: -1; Cdc42 wt: 97

What do the screens show for `O=C(Nc1ccc(F)cc1)c1ccccc1NS(=O)(=O)N1CCCC1`?
Rab2 wt GTP: 99; Bcl-W Bim block: -5; Rac1 act GTP bind: 93; Rac1 wt GTP bind: 97; Rab7 wt modul: 108; Bim-Bcl-B: -4; HRas wt GTP: 98; Bim-Bfl-1: -6; Bim-Bcl-2: -4; Bim-Bcl-XL: -2; Cdc42 wt: 98

Further records:
Results for O=C(NCCc1cn2ccccc2n1)c1ccc(Br)o1 ?
Rab2 wt GTP: 100; Bcl-W Bim block: 1; Rac1 act GTP bind: 99; Rac1 wt GTP bind: 100; Rab7 wt modul: 99; Bim-Bcl-B: -5; HRas wt GTP: 100; Bim-Bfl-1: -13; Bim-Bcl-2: -9; Bim-Bcl-XL: -4; Cdc42 wt: 100

Results for Cc1c(C(=O)NN)nn(-c2ccc(Cl)cc2)c(=O)c1C#N ?
Rab2 wt GTP: 100; Bcl-W Bim block: -1; Rac1 act GTP bind: 95; Rac1 wt GTP bind: 100; Rab7 wt modul: 106; Bim-Bcl-B: -2; HRas wt GTP: 99; Bim-Bfl-1: 0; Bim-Bcl-2: -1; Bim-Bcl-XL: 0; Cdc42 wt: 99

Results for COC(=O)C(NC(=O)c1ccc(OC)cc1)(Nc1ncc(S(=O)(=O)c2ccc([N+](=O)[O-])cc2)s1)C(F)(F)F (stereo not given) ?
Rab2 wt GTP: 102; Bcl-W Bim block: 0; Rac1 act GTP bind: 102; Rac1 wt GTP bind: 107; Rab7 wt modul: 100; Bim-Bcl-B: -1; HRas wt GTP: 105; Bim-Bfl-1: 0; Bim-Bcl-2: -2; Bim-Bcl-XL: 0; Cdc42 wt: 107

What do the screens show for `O=C(CSc1nc2c(c(=O)n1-c1ccc(F)cc1)SCC2)NCC1CCCO1` (stereo not given)?
Rab2 wt GTP: 96; Bcl-W Bim block: 0; Rac1 act GTP bind: 94; Rac1 wt GTP bind: 96; Rab7 wt modul: 96; Bim-Bcl-B: -7; HRas wt GTP: 99; Bim-Bfl-1: -8; Bim-Bcl-2: -5; Bim-Bcl-XL: -5; Cdc42 wt: 97

Results for CC(OC(=O)c1cccnc1SCc1cc(=O)n2ccccc2n1)c1ccccn1 (stereo not given) ?
Rab2 wt GTP: 94; Bcl-W Bim block: 2; Rac1 act GTP bind: 96; Rac1 wt GTP bind: 94; Rab7 wt modul: 93; Bim-Bcl-B: -7; HRas wt GTP: 97; Bim-Bfl-1: -10; Bim-Bcl-2: -4; Bim-Bcl-XL: -1; Cdc42 wt: 95

How did Brc1ccc(CN2C3=NCCCN3c3ccccc32)cc1 do in these assays?
Rab2 wt GTP: 102; Bcl-W Bim block: -4; Rac1 act GTP bind: 103; Rac1 wt GTP bind: 107; Rab7 wt modul: 99; Bim-Bcl-B: -7; HRas wt GTP: 102; Bim-Bfl-1: -7; Bim-Bcl-2: -4; Bim-Bcl-XL: -4; Cdc42 wt: 105

How did OCCNCc1cccc(OCc2ccc(Cl)cc2)c1 do in these assays?
Rab2 wt GTP: 100; Bcl-W Bim block: -2; Rac1 act GTP bind: 98; Rac1 wt GTP bind: 102; Rab7 wt modul: 104; Bim-Bcl-B: -5; HRas wt GTP: 99; Bim-Bfl-1: -8; Bim-Bcl-2: -4; Bim-Bcl-XL: -3; Cdc42 wt: 100

How did Cc1ccc2cc(C#N)c(N3CCCN(C(=O)C4CCCO4)CC3)nc2c1C (stereo not given) do in these assays?
Rab2 wt GTP: 95; Bcl-W Bim block: 1; Rac1 act GTP bind: 94; Rac1 wt GTP bind: 97; Rab7 wt modul: 97; Bim-Bcl-B: -5; HRas wt GTP: 97; Bim-Bfl-1: 0; Bim-Bcl-2: -4; Bim-Bcl-XL: -5; Cdc42 wt: 97

Results for COc1ccc2c(c1)O[C@H](c1ccc3c(c1)OCO3)[C@@H](OC(=O)N[C@H]1CCCc3ccccc31)C2=O ?
Rab2 wt GTP: 105; Bcl-W Bim block: 1; Rac1 act GTP bind: 102; Rac1 wt GTP bind: 109; Rab7 wt modul: 105; Bim-Bcl-B: 0; HRas wt GTP: 103; Bim-Bfl-1: 1; Bim-Bcl-2: 1; Bim-Bcl-XL: 0; Cdc42 wt: 105

What do the screens show for `Cc1ccc(C(=O)CC2(O)C(=O)N(Cc3ccccc3Cl)c3ccccc32)o1` (stereo not given)?
Rab2 wt GTP: 96; Bcl-W Bim block: 1; Rac1 act GTP bind: 95; Rac1 wt GTP bind: 99; Rab7 wt modul: 98; Bim-Bcl-B: -6; HRas wt GTP: 100; Bim-Bfl-1: -10; Bim-Bcl-2: -8; Bim-Bcl-XL: -5; Cdc42 wt: 95

Results for CC(=O)N1[C@@H]2CC3C4CC=C5C[C@@H](O)CC[C@]5(C)C4CC[C@]3(C)[C@@]21C(C)=O (stereo not given in full) ?
Rab2 wt GTP: 102; Bcl-W Bim block: -6; Rac1 act GTP bind: 101; Rac1 wt GTP bind: 101; Rab7 wt modul: 96; Bim-Bcl-B: -7; HRas wt GTP: 100; Bim-Bfl-1: -1; Bim-Bcl-2: -4; Bim-Bcl-XL: -8; Cdc42 wt: 101

Results for CCN(CC)CCOC(=O)C1(c2ccc(OC)c(OC)c2)CCCC1 ?
Rab2 wt GTP: 100; Bcl-W Bim block: -1; Rac1 act GTP bind: 101; Rac1 wt GTP bind: 107; Rab7 wt modul: 106; Bim-Bcl-B: -6; HRas wt GTP: 103; Bim-Bfl-1: -7; Bim-Bcl-2: -4; Bim-Bcl-XL: -4; Cdc42 wt: 103

Results for CCOC(=O)N1CCN(CC(=O)Nc2ccc(F)cc2F)CC1 ?
Rab2 wt GTP: 104; Bcl-W Bim block: -1; Rac1 act GTP bind: 100; Rac1 wt GTP bind: 102; Rab7 wt modul: 106; Bim-Bcl-B: -2; HRas wt GTP: 102; Bim-Bfl-1: -5; Bim-Bcl-2: -2; Bim-Bcl-XL: -4; Cdc42 wt: 105

Screening data: PubChem, NMMLSC
